Screening results as filed in PubChem.
Pf growth 48h = inhibits P. falciparum growth in the first generation, 48 h; P. falciparum luciferase growth in erythrocytes, 48 h; Potency, µM (doses to about 28.7 µM), without a hit: at the top dose activity change, negative = inhibition, hits mostly inhibitors; actives 5.9% (n = 310,000); AID 504832; also: potency is read from the fitted curve at half-maximal effect; % is scaled to controls: 0 for no effect and ±100 for the full control effect
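Luminescence readout; reporter = integrated firefly luciferase in P. falciparum. RBC culture at 2% hematocrit, 0.1% parasitemia final, 37 C/5% CO2; decreased signal taken as growth inhibition.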
LmPK inh = LmPK (Leishmania mexicana) enzyme inhibition; AID 1721; actives 0.37% (n = 290,000); purified LmPK, Kinase-Glo ATP luminescence, 1 h; Potency, µM (titrated, usually from 57.5 µM), inactives show at the highest dose activity change, negative = inhibition, actives largely listed as inhibitors; also: potency is read from the fitted curve at half-maximal effect; % is scaled to controls: 0 for no effect and ±100 for the full control effect
Target sequence (Q27686 whole entry, looked up): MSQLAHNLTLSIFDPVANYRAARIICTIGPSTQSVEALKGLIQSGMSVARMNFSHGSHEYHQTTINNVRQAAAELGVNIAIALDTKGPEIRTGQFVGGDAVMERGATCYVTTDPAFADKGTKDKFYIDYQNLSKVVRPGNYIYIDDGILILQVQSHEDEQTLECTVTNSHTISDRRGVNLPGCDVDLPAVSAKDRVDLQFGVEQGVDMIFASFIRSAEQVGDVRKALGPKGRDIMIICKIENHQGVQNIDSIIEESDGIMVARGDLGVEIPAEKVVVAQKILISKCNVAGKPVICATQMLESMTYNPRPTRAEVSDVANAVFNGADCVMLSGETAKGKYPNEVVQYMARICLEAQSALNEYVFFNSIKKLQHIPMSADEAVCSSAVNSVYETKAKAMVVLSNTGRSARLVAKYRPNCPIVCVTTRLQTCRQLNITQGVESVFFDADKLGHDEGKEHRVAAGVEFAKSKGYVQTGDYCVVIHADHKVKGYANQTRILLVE
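Pyruvate kinase activity monitored as ATP production (luciferase luminescence). Conditions: 0.1 nM enzyme, 0.5 mM PEP, 0.1 mM ADP, 1 h, RT; normalized against uninhibited and no-enzyme wells.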
AmpC no deterg = AmpC beta-lactamase inhibition without detergent | P00811 | AmpC nitrocefin hydrolysis, absorbance 480 nm, 0.0001% Triton | Potency, µM (titrated, usually from 57.1 µM), for inactives: top-dose activity change, negative = inhibition, hits mostly inhibitors | actives 0.52% (n = 330,000);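 also: potency is read from the fitted curve at half-maximal effect; plate controls were no compound for no effect and no enzyme for full effect; nearly all actives have a fitted effect of over 20% in size; some results filed as inactive show a strong effect at the top dose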
Target sequence (P00811 whole entry, looked up): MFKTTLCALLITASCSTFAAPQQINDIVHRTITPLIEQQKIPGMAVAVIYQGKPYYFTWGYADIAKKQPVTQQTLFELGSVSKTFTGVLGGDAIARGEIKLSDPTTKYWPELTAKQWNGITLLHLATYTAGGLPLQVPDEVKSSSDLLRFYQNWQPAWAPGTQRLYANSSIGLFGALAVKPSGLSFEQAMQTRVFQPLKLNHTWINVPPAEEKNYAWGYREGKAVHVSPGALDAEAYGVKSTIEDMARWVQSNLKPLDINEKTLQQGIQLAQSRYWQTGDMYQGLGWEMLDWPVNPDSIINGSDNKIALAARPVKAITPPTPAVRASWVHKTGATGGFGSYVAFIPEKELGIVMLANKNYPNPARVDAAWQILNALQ
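20 mM phosphate pH 7.0 + 0.01% (detergent screen) or 0.0001% Triton X-100; 5.3 nM AmpC reagent; cpd preinc 15 min RT; nitrocefin (800 uM stock) to start; A480 q20 s × 4 min; Activity was normalised to no-enzyme and no-compound control wells.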
Pf growth 96h = P. falciparum growth inhibition at 96 hours; P. falciparum luciferase reporter growth, 96 h; Potency, µM (doses to about 28.7 µM), inactives show at the top dose activity change, negative = inhibition, usual class: inhibitors; actives 6.9% (n = 320,000); AID 504834; also: potency is read from the fitted curve at half-maximal effect; % is scaled to controls: 0 for no effect and ±100 for the full control effect
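Plates of compound plus infected erythrocytes (2% hematocrit, 0.05% parasitemia final) incubate 96 hours, 37 C, 5% CO2. Detection reagent added; reduced luminescence from the parasites' luciferase reporter flags inhibition.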
TbPYK inhibitor = T. brucei pyruvate kinase inhibition. Potency, µM (top dose mostly 76.8 µM), inactives show top-dose activity, negative = inhibition, hits mostly inhibitors. Q57TT1. TbPYK enzyme, Kinase-Glo Plus ATP luminescence, 45 min. actives 0.12% (n = 410,000); also: potency is read from the fitted curve at half-maximal effect; % is scaled to controls: 0 for no effect and ±100 for the full control effect; nearly all actives have a fitted effect of over 50% in size
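Quantitative HTS: titrated library compounds versus trypanosomal pyruvate kinase in TEA buffer (pH 7.2) containing KCl, MgCl2, BSA and Tween-20. Reactions were initiated with ADP, 130 uM final. Kinase-Glo Plus luminescence was read after 45 min at RT.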
Shiga toxin inh = inhibitors of Shiga toxin in Vero cells; Vero cells, Shiga toxin protein synthesis inhibition reporter; inhibition, % at 38.7 µM; actives 9.2% (n = 290,000); in the data active = inhibition mostly above about 28%, no sharp cut-off; inactive = mostly below about 43%; also: 0% is about no effect
Cycloheximide cs = counter-screen hit for Shiga toxin inhibitors, cycloheximide; cell reporter, cycloheximide protein synthesis inhibition counterscreen; max response, %; actives 12% (n = 300,000); in the data active = max response mostly above about 13%, no sharp cut-off; inactive = mostly below about 14%; also: read at 38.3 µM for the half of the compounds with a filed dose; 0% is about no effect
Numbers without * were called inactive; u = inconclusive; x = no result given; [ ] = another dose, or the depositor's remark. Unless noted, calls follow the shape of the dose curve; as a rule, active = well fitted curve in the direction sought with a large enough effect; inconclusive = small, poorly fitted or top-dose-only effect, or another doubt; inactive = no such curve, though single readings can be large; an effect the other way counts as inactive or inconclusive.

Compound,Cycloheximide cs,Pf growth 96h,TbPYK inhibitor,LmPK inh,Shiga toxin inh,AmpC no deterg,Pf growth 48h
O=C(NCc1ccccc1)C(=O)NCC1OCCN1C(=O)c1cccs1 (centres undefined),-2,26%,12%,-3%,-18,-15%,0%
O=C(COC(=O)C1CC(=O)N(Cc2ccco2)C1)c1ccc(OC(=O)c2ccccc2)cc1 (centres undefined),33*,u,-6%,0%,72*,95%[activator],-24%
COc1ccccc1C(=O)NCC(=O)N1CC=C(c2ccccc2)CC1,x,u,-4%,x,x,-7%,u
CCOc1ccc(-c2cc(C(=O)NN3CCN(C)CC3)c3cc(Cl)ccc3n2)cc1,-4,4.1µM*,x,-1%,-7,-2%,2.3µM*
Cc1cc(C)c(NC(=O)COC(=O)c2nc3nccc(C)n3n2)c(Cl)c1,x,1%,-8%,x,x,-21%,2%
CCc1cccc(N=c2c([N+](=O)[O-])nn(-c3ccc(Cl)cc3)n2O)c1,2,x,2%,0%,21,-40%,u
CC(=O)Oc1ccc(-c2nc3ccccc3c(=O)o2)cc1,4,17%,1%,-4%,-4,-22%,u
CC(/C=C/c1cccc([N+](=O)[O-])c1)=N\NC(=O)c1ccncc1,-1,u,-12%,-3%,14,-3%,u

Full records as entered above:
`COc1ccccc1C(=O)NCC(=O)N1CC=C(c2ccccc2)CC1` is entered as Cycloheximide cs: x; Pf growth 96h: u; TbPYK inhibitor: -4%; LmPK inh: x; Shiga toxin inh: x; AmpC no deterg: -7%; Pf growth 48h: u
`CCOc1ccc(-c2cc(C(=O)NN3CCN(C)CC3)c3cc(Cl)ccc3n2)cc1` is entered as Cycloheximide cs: -4; Pf growth 96h: 4.1µM*; TbPYK inhibitor: x; LmPK inh: -1%; Shiga toxin inh: -7; AmpC no deterg: -2%; Pf growth 48h: 2.3µM*

The listing continues:
Compound,Cycloheximide cs,Pf growth 96h,TbPYK inhibitor,LmPK inh,Shiga toxin inh,AmpC no deterg,Pf growth 48h
O=C(CCN1C(=O)c2ccccc2C1=O)N(CCO)Cc1ccccc1,-5,32%[activator],-2%,2%,-9,4%,3%
CC1SCC(=O)N(CC(=O)NC2CCCCC2)C1=O (centres undefined),2,76%[activator],3%,-9%,20,29%,-4%
O=C(CCN1C(=O)COc2ccccc21)NCCCN1CCN(c2ccc(F)cc2)CC1,-5,-4%,5%,1%,-15,51%,0%
COc1ccc(NC(=O)Cn2nnc(C(=O)NCc3cccs3)c2N)cc1Cl,-3,5%,-5%,-2%,-2,-28%,12%
CN(CC(=O)Nc1ccccc1C(F)(F)F)C(=O)CC1OC(=O)c2ccccc21 (centres undefined),-1,-17%,0%,-6%,-6,-10%,u
COc1ccc(C(=O)Nc2ccc(OCc3ccccc3)cc2)cc1[N+](=O)[O-],12,35%[activator],x,2%,13,-15%,62%[activator]
CC1CC(C)CN(C(=O)C2CCN(S(=O)(=O)c3c(Cl)cccc3Cl)CC2)C1 (centres undefined),-4,u,1%,-7%,-29,36%,-22%
O=C(CCN1C(=O)c2ccccc2S1(=O)=O)Nc1ccc(C(=O)O)cc1,1,10µM*,1%,-2%,-3,-9%,36%[activator]
Cc1sc2ncnc(N3CCC(C(=O)NNC(=O)c4ccc(F)cc4)CC3)c2c1C,x,u,-3%,x,x,-1%,12µM*
COc1ccc(N2C(=O)S[C@@H]3CS(=O)(=O)C[C@@H]32)cc1,-3,21%,-4%,3%,-7,2%,-6%
COC(=O)Nc1nnc(-c2ccccc2Cl)s1,26*,108%[activator],-4%,-2%,65*,-20%,x
C=CCNc1cnn(-c2ccc(C)cc2)c(=O)c1Sc1ccc(C)cc1,1,u,-2%,0%,14,-10%[2.29 µM],u
CN(C)c1nc2c(c(=O)[nH]c(=O)n2C)n1Cc1ccccc1Br,-3,-14%,-4%,-1%,-14,-15%,7%
COC(=O)C1=C(C)N(CC2CCCO2)C(=O)C1 (centres undefined),2,u,-7%,-1%,-12,-18%,16%
CCCC(c1nnnn1CC(=O)OCC)N(Cc1cc2ccc(C)cc2[nH]c1=O)C1CCCC1 (centres undefined),-2,u,-5%,-1%,23,-9%,-2%
CCN(CC)S(=O)(=O)c1cccc(NC(=O)COc2ccc(C#N)cc2OC)c1,-3,-3%,-11%,0%,1,-27%,5%
CN(C1CCCCC1)S(=O)(=O)c1ccc(NC(=S)NC(=O)c2cccs2)cc1,-1,u,7%,2%,-4,u,u
Cc1ccc(C)c(S(=O)(=O)N2CCCC2CNC(=O)C(=O)NCCc2ccccc2)c1 (centres undefined),x,u,-11%,x,x,35%,u
CCC(=O)NS(=O)(=O)c1ccc(N=NN2CCCCC2)cc1,4,30%[activator],-10%,0%,-5,-20%,2%
CCCCCCCCCCSc1n[nH]c(NC(C)=O)n1,-1,x,0%,0%,-7,-28%,-5%
CC(=O)N(C)c1ccc(N=Cc2c(O)ccc3ccccc23)cc1,17*,286%[activator],-3%,-4%,25*,-2%,17%
Cc1ccc(CC(NC(=O)c2ccccc2)C(=O)NCC(=O)O)cc1 (centres undefined),1,x,3%,-3%,-3,-17%,10%
CCN(C(=O)COC(=O)/C=C/c1ccc(OC(F)F)c(OC)c1)C1CCS(=O)(=O)C1 (centres undefined),x,u,-6%,x,x,77%[activator],u
Cc1cccc(NC(=O)C(=O)NCc2ccc3c(c2)OCO3)c1C,-1,22%,-1%,-3%,-4,-25%,18%
O=c1n(-c2ccccc2)c(=O)n2n1CCC2,2,66%,1%,4%,37,-4%,u
O=C(O)[C@@H]1Cc2ccccc2N1,-1,u,-6%,0%,-5,-59%,u
CCn1c(SCC(=O)Nc2oc(-c3ccccc3)c(-c3ccccc3)c2C#N)nnc1-c1cc(OC)cc(OC)c1,-2,32%[activator],-6%,3%,3,-3%,x
O=C(CC1OC(=O)c2ccccc21)NCC1COc2ccccc2O1 (centres undefined),x,16%,-3%,x,x,-19%,23%
O=C(O)CCC(=O)c1ccc2c(c1)OCCO2,8,u,4%,-3%,10,-14%,x
Cn1nnc2cc(NC(=O)N3CCN(c4ccccn4)CC3)ccc21,1,0%,-6%,6%,-13,-21%,u
COCCCNC(=O)c1ccc(N2CCCC2)c(NS(=O)(=O)c2ccc(C)cc2)c1,11,10%,-15%,0%,44,93%[activator],u
CC(=O)N1N=C(c2cccc(Br)c2)OC12CCCC2,-7,10%,3%,7%,-12,-26%,5%
CC(=O)Nc1sc2c(c1C(=O)N1CCOCC1)CCCCC2,-4,12µM*,-6%,-5%,11,-12%,6%
O=C(O)c1cccc(NC(=S)NC(=O)c2ccncc2)c1,10,9.3µM*,-5%,6%,8,-19%,32%[activator]
Cn1nc(C(=O)Nc2cccc(S(=O)(=O)N3CCCCC3)c2)c2ccccc2c1=O,x,9.3µM*,-2%,x,x,88%[activator],u
COCCNC(=O)CN(CCc1ccccc1)S(=O)(=O)c1ccc(OC)cc1,-1,u,5%,-2%,-14,65%[activator],x
CCn1cc(CNCc2ccc(OCC(O)CN(C)Cc3ccccc3)cc2)cn1 (centres undefined),-2,u,13%,-3%,-14,-17%,u
COc1cccc(-n2c(Cc3cc(=O)[nH]c(=O)[nH]3)nnc2SCC(=O)N2CCCC2)c1,-4,75%[activator],1%,0%,-4,0%,11%
COc1cccc(N2CCN(CC(=O)Nc3ccccc3C(=O)NCc3ccccc3)CC2)c1,x,u,-6%,x,x,7%,9.3µM*
CCCCNC(=O)CSc1nc2cc3c(cc2c(=O)n1CCC(=O)NCCc1ccc(OC)c(OC)c1)OCO3,8,39%[activator],1%,-3%,-3,24%,-1%
COc1ccccc1NC(=O)CCSc1nnc(-c2ccco2)o1,3,30%[activator],4%,-6%,-3,-10%,28%
COCCn1c(=N)c(C(=O)NCc2ccco2)cc2c(=O)n3ccccc3nc21,-2,x,-8%,-2%,38,-16%,11%
O=C(N/N=C/c1cccs1)C(=O)Nc1cccc(Cl)c1,20*,34%[activator],-12%,5%,55*,-22%,21%
CCOC(=O)C(C)C1(O)c2ccccc2-c2ncccc21 (centres undefined),13,u,-1%,1%,-3,-1%,60%[activator]
CC(CC(F)(F)F)N1CCC(n2nccc2NC(=O)CCCc2ccccc2)CC1 (centres undefined),-4,u,0%,7%,-11,-9%,4%
COc1ccc(OC)c(NC(=O)COC(=O)Cn2nnc(-c3ccccc3)n2)c1,x,5%,-2%,x,x,-21%,15%
CCOC(=O)N1CCN(CC(=O)c2c[nH]c3ccc(F)cc23)CC1,-2,-17%,x,-3%,-13,-13%,x
CC(NC(=O)Cc1ccsc1)c1ccc(S(N)(=O)=O)cc1 (centres undefined),0,u,-5%,4%,-8,-14%,0%
Cc1nc2ccc(C(=O)Nc3ccccc3Cl)cc2s1,50*,u,5%,-6%,118*,-6%,16%
COc1cccc(NC(=O)CN(C)CC(=O)Nc2cccc(C(F)(F)F)c2)c1,2,-14%,-10%,0%,-7,64%[activator],-24%
C=CCC(=O)OCC(=O)Nc1ccc(Oc2ccccc2)cc1,-3,33%[activator],x,-2%,11,-9%,u
Cc1c(Cl)cccc1N(CC(=O)N1CCCCCC1)S(C)(=O)=O,-10,u,-5%,0%,-6,29%,0%
O=C(c1ccc2c(c1)OCO2)C1CCCN(C(=O)Nc2ccc(F)cc2F)C1 (centres undefined),18*,u,-17%,2%,18,-6%,20%
CCOC(=O)C(NCCc1ccc(F)cc1)(NC(=O)CC)C(F)(F)F (centres undefined),-1,-6%,-3%,7%,-2,-12%,-8%
O=C(COc1ccccc1)N1CCN(Cc2c[nH]c3ccccc23)CC1,-6,17%,18%,2%,-6,19%,-6%
COc1ccccc1N1C(=O)c2ccccc2NC1c1ccc(O)cc1 (centres undefined),0,27%,4%,1%,-2,-20%,8%[0.00184 µM]

Following part:
Compound,Cycloheximide cs,Pf growth 96h,TbPYK inhibitor,LmPK inh,Shiga toxin inh,AmpC no deterg,Pf growth 48h
O=C(Nc1ccccn1)c1ccc(S(=O)(=O)N2CCCCCC2)cc1,x,62%[activator],2%,x,x,-21%,13%
Cc1cccnc1NC(=O)c1ccc(S(=O)(=O)N2CCCCC2)cc1,x,23%,6%,x,x,-11%,8%
O=C(CSc1ncnc2scc(-c3ccc(F)cc3)c12)c1ccc2c(c1)OCCO2,16*,25%,-4%,0%,15,-24%,-21%
Cc1ccc(S(=O)(=O)N2CCN(CC(O)CN3CCOCC3)CC2)cc1 (centres undefined),x,-22%,0%,x,x,-20%,-15%
